Bioassay records as filed in PubChem BioAssay.
TDP-43 yeast inh = inhibitors of TDP-43 toxicity in yeast. TDP-43 expressing yeast growth rescue, BacTiter-Glo, 24 h. hit rate 1.8% among 410,000. Potency, µM (titrated, usually from 46.1 µM), for inactives: at the highest dose growth rescue (activation), usual class: activators; note: potency is the fitted concentration of half-maximal effect; % of control where 0% means no effect; nearly all actives have a fitted effect of over 50% in size
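Readout is BacTiter-Glo luminescence of cell growth, so inhibitors register as activators. TDP-43-expressing yeast at OD600=0.02 in galactose medium, after raffinose pregrowth to mid-log, were incubated with compound for 24 hr at 30 deg C.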
PTHR1 ag = agonists of human PTHR1 parathyroid hormone receptor | Q03431 | HEK293 GP2 PTHR1 cells, GloSensor cAMP luminescence, 1 h | Potency, µM (titrated, usually from 115 µM), for inactives: top-dose activation, hits mostly activators | hit rate 0.075% among 410,000; note: potency is the fitted concentration of half-maximal effect; nearly all actives have a fitted effect of over 55% in size; some results filed as inactive show a strong effect at the top dose; inactives centre near -15; many of its hits are not listed in these tables
Target sequence (Q03431 whole entry, looked up): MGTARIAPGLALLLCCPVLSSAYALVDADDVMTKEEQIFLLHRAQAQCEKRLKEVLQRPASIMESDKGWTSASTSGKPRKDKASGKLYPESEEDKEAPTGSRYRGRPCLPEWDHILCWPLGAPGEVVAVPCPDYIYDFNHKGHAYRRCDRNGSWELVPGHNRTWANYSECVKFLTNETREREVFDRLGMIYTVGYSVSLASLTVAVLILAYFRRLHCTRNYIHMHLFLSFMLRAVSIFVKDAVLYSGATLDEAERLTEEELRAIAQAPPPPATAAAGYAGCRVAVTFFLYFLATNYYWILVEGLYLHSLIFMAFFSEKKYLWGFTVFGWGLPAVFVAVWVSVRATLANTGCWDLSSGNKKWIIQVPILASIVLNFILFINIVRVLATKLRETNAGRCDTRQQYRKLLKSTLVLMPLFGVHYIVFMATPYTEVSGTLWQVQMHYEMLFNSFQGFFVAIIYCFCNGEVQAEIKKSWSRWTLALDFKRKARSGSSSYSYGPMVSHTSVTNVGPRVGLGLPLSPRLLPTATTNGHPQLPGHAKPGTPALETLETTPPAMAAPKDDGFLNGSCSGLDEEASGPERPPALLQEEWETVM
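HEK-293-derived GP2 cells expressing PTHR1 and a GloSensor cAMP reporter, 3,000/well, plated overnight, given luciferin plus IBMX (each 0.5 mM as added) for 1 h at 37 °C, then compound for 1 h at 37 °C. Luminescence was read after 15 min at room temperature.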
FUS yeast rescue = suppressors of FUS proteinopathy in yeast | AID 1347120 | S. cerevisiae FUS-expressing, growth rescue, OD600, 24 h | Potency, µM (titrated, usually from 76.6 µM), without a hit: top-dose growth rescue (activation), hits mostly activators | hit rate 0.24% among 390,000;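 note: potency is the fitted concentration of half-maximal effect; plate controls were DMSO vehicle for no effect and reference control for full effect; nearly all actives have a fitted effect of over 55% in size; some results filed as inactive show a strong effect at the top dose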
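Absorbance at 600 nm, taken 24hr after compound addition, measured rescue of FUS-yeast growth at 30C. Induction used 2% galactose with seeding at OD 0.005. Controls: CP55940 from 92uM final, DMSO only.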
Akt phos inh = inhibitors of Akt phosphorylation | hit rate 0.32% among 360,000 | Neuro2A IGF-stimulated pAkt S473 HTRF, 20 min; hits give low values | activity change, % for hits at 50 µM; in the data active = activity change below about -80%; inconclusive = mostly about -51% to -80%; note: % is set by controls: 0 for no effect and ±100 for the full control effect
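Neuro2A cells (4,500/well, DMEM with 0.5% FBS) were treated with compound at a single 50 µM final concentration, stimulated with 6 nM IGF for 20 min at 37 °C, and lysed. Phospho-Akt Ser473 was read by HTRF as 665/615 ratio ×10^4.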
GLP-1R agonist = GLP-1 receptor (human) agonism | HEK293 GLP-1R CRE-luciferase, luminescence, 4-6 h; cells express a hypersensitive GLP-1R form | Potency, µM (doses to about 45.6 µM), for the others: top-dose activation, usual class: activators | hit rate 0.007% among 380,000 | AID 624172; note: potency is the fitted concentration of half-maximal effect; % of control where 0% means no effect
Target sequence (P43220 whole entry, looked up): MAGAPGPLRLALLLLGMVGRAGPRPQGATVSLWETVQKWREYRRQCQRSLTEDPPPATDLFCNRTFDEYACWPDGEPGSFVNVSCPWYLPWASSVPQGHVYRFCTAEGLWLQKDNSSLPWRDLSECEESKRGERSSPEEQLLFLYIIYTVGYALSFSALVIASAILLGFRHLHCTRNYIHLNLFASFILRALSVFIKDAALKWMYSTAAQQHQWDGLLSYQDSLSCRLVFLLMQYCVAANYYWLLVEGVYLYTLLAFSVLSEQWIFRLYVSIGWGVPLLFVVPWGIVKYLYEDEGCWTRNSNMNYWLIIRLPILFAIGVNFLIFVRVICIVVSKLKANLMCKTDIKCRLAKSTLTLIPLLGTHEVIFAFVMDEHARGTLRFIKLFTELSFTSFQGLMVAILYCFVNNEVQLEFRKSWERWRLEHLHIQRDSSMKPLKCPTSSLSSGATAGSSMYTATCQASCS
Abeta yeast res = compounds reversing amyloid beta toxicity in yeast; yeast expressing A-beta42, growth rescue, OD600, 48 h; response scale: 0% DMSO, 100% iron-clioquinol control; AID 1347071; hit rate 0.063% among 410,000; Potency, µM (series often up to 46.1 µM), without a hit: top-dose growth rescue, most hits filed as activators; note: potency is the fitted concentration of half-maximal effect; nearly all actives have a fitted effect of over 55% in size
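Yeast A-beta toxicity model in growth medium with pinned compounds, 48 h at 30 C; growth read as absorbance at 600 nm. Normalized to FeCl3/clioquinol equimolar mix (positive) and DMSO (negative).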
GLP1R inv ag = GLP-1 receptor (human) inverse agonism | P43220 | HEK293 GLP-1R CRE-luciferase, luminescence, 24 h; GLP-1R form is constitutively active | hit rate 1.6% among 410,000 | Potency, µM (series often up to 38.3 µM), for inactives: top-dose activity change, negative = inhibition, hits mostly inhibitors | AID 624417; note: potency is the fitted concentration of half-maximal effect; % is set by controls: 0 for no effect and ±100 for the full control effect; nearly all actives have a fitted effect of over 55% in size
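Readout was luciferase luminescence, measured 12 min after detection reagent at room temperature. Beforehand, GLP-1R reporter HEK293 cells had sat 12 h, then received compounds for 24 hr at 37 deg C.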
aSyn rescue = inhibitors of alpha-synuclein toxicity in yeast; Yeast expressing alpha-synuclein, growth rescue, BacTiter-Glo, 24 h; Potency, µM (titrated, usually from 46.1 µM), without a hit: at the highest dose growth rescue (activation), hits mostly activators; hit rate 0.14% among 370,000; AID 652106; note: potency is the fitted concentration of half-maximal effect; % of control where 0% means no effect; nearly all actives have a fitted effect of over 65% in size
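Readout is rescue of growth in alpha-synuclein-expressing yeast, so inhibitors of toxicity appear as activators. Growth after 24 hr at 30 deg C in galactose medium is quantified by luminescence.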
DRD3 antagonist = antagonists of human D3 dopamine receptor. max response, negative = inhibition, %. D3R cells, DiscoveRx beta-arrestin luminescence, antagonist mode; hits give low values. hit rate 2.5% among 360,000; in the data active = max response below about -50%; inconclusive = no clear call, values can overlap the other calls; note: % is set by controls: 0 for no effect and ±100 for the full control effect; mostly tested at two doses, the higher about 12 µM
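Cells plated overnight at 1500 cells/well, then exposed to library compounds with dopamine controls for 90 minutes at 37 degrees C. DiscoveRx reagent added for 30–60 minutes at room temperature; luminescence read, quantitative HTS format.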
* hit, by the source's call; i = inactive; ? = inconclusive; . = no result given; [ ] = another dose, or the depositor's remark. Unless noted, calls come from the whole dose curve; as a rule, active = well fitted curve in the direction sought with a large enough effect; inconclusive = small, poorly fitted or top-dose-only effect, or another doubt; inactive = no such curve, though single readings can be large; an effect the other way counts as inactive or inconclusive. This is a subset (hit frequency here may not be typical).

no.	Structure	TDP-43 yeast inh	PTHR1 ag	FUS yeast rescue	Akt phos inh	GLP-1R agonist	Abeta yeast res	GLP1R inv ag	aSyn rescue	DRD3 antagonist
1	Cc1cc(Cc2cc(C)c(N)cc2C)c(C)cc1N	-7.5%	i	4.3%	i	-2.1%	-2.0%	-13.4%	-1.3%	-7.2
2	CCOc1cc(Cl)c(S(=O)(=O)NCCCn2ccnc2)cc1Cl	-0.5%	-36.7%	-12.4%	i	15.7%	-5.0%	-2.4%	3.9%	1.3
3	O=C(CCS(=O)(=O)c1ccc(F)cc1)Nc1nnc(-c2cccs2)o1	-20.1%	-4.8%	7.0%	i	-7.6%	-8.8%	9.4%	2.1%	5.5
4	O=C(/C(=C/c1ccc(Cl)cc1)c1nc2ccccc2[nH]1)c1cccs1	3.16µM*	-93.8%[inhibitor]	21.6%	i	-7.8%	-31.5%	4.47µM*	-22.7%	-65.2*
5	Cc1ccc(C)c(S(=O)(=O)NCC(c2ccc3c(c2)OCO3)N2CCOCC2)c1 (stereo not given)	16.7%	i	-2.4%	i	-2.8%	10.3%	-6.5%	0.6%	3.7
6	CCOc1ccc(NC(=O)CC2C(=O)N(c3cccc(OC)c3)C(=O)N2C(C)C)cc1 (stereo not given)	8.6%	-22.2%	-2.7%	i	3.9%	-4.2%	8.0%	0.3%	-7.2
7	CC(=O)c1cc2c(cc1NS(=O)(=O)c1ccc(C)cc1)OCO2	-15.1%	i	7.5%	i	6.9%	-6.2%	-4.1%	-1.1%	14.5
8	O=C(COC(=O)c1cc(=O)[nH]c2ccccc12)NC1CCCCC1	0.0%	-13.8%	6.7%	i	7.0%	3.1%	-17.7%	-0.5%	-27.2
9	Cc1ccc(NC(=O)Cn2ccc([N+](=O)[O-])n2)cc1C	18.1%	i	9.4%	i	5.2%	4.7%	16.3%	4.1%	0.5
10	COc1ccc(C(=O)O/N=C(\N)c2ccc(OC)c(OC)c2)cc1	?	-6.6%	3.6%	i	0.6%	-13.7%	2.3%	0.1%	0.2
11	COc1ccccc1Oc1cn[nH]c1-c1ccc(O)cc1O	1.4%	-25.8%	-10.4%	i	7.6%	-11.1%	-8.1%	-0.6%	-26.3
12	Cc1ccc(S(=O)(=O)NC2=NCN(CCOC(=O)c3ccc([N+](=O)[O-])cc3)CN2)cc1	-11.9%	-0.2%[57.5 µM]	15.6%	i	-3.4%	2.3%	0.0%	-5.6%	11.9
13	COc1cccc(C2C(C#N)=C(N)Oc3cc(C)n(Cc4ccccn4)c(=O)c32)c1OC (stereo not given)	14.1%	i	5.9%	i	-0.6%	-2.9%	16.2%	-2.0%	-20.2
14	NC(=O)c1nc(-c2ccccc2)c(-c2ccccc2)[nH]c1=O	10.0%	-1.1%	-27.3%	i	-3.4%	7.7%	18.6%	11.5%	-0.6
15	COc1cc(N)c2ncccc2c1Br	15.9%	-68.1%[inhibitor]	8.8%	i	8.1%	23.0%	8.6%	6.9%	-5.7
16	CCOC(=O)c1c(C)oc2c1c(C(c1cccnc1)N1CCCCC1)c(O)c1ccccc12 (stereo not given)	-94.0%[inhibitor]	-42.1%[inhibitor]	.	i	-0.2%	-0.4%	0.0%	2.5%	72.9
17	c1csc(CSc2nc3ccccc3s2)c1	13.3%	-13.5%[57.5 µM]	-15.4%	i	2.5%	-13.2%	8.1%	-31.4%[inhibitor]	-19.2
18	Cc1ccc(-c2nn(-c3ccc(F)cc3F)c3c2cnc2ccc(F)cc23)cc1	?	-33.2%[inhibitor]	-22.5%	.	.	-4.2%	11.5%	.	.
19	CN1CCN(C2=C(Cl)C(=O)N(c3cccc(Cl)c3)C2=O)CC1	5.3%	-7.1%	21.5%	i	-3.6%	-4.2%	46.6%[activator]	-0.2%	-6.0
20	NC(=O)c1nsc(C(=O)N(c2ccc(F)cc2)C(C(=O)NCC2CCCO2)c2c[nH]c3ccccc23)c1N (stereo not given)	-5.1%	-32.6%[inhibitor]	?	i	7.1%	-0.4%	2.5%	-0.5%	-10.1
21	Cn1nc(NC(=O)CC(C)(C)CC(=O)O)c2ccccc21	7.7%	-36.5%	-3.2%	i	-6.2%	-7.4%	-17.4%	7.6%	20.8
22	O=S(=O)(c1ccccc1)n1cc(-c2cccc3nccn23)c2ccccc21	?	-52.1%[inhibitor]	-1.7%	i	23.3%	3.9%	-11.5%	3.2%	58.2
23	CC(C)(C)c1ccc(C(=O)NNC(=O)c2cccc(Br)c2)cc1	-16.2%	i	2.9%	i	-11.4%	12.1%	-25.5%	2.5%	5.2
24	CCOc1ccccc1C(=O)N(Cc1ccc(N(C)C)cc1)CC1CCCO1 (stereo not given)	1.2%	-13.3%	-12.0%	.	.	6.4%	-10.0%	.	.
25	CCCCN(C(=O)c1cccc(S(=O)(=O)N(CC)c2ccccc2)c1)c1c(N)n(CCCC)c(=O)[nH]c1=O	12.8%	?	22.4%	i	-6.3%	-9.4%	11.1%	-7.2%	5.8
26	CCNC(=O)CP(=O)(c1ccccc1)c1ccccc1	7.4%	i	-43.5%	i	-11.5%	0.5%[9.22 µM]	3.5%	-8.4%	-21.1
27	CCC(=O)Nc1cccc(-c2cc3ccccc3oc2=O)c1	-6.8%[9.22 µM]	-19.0%	11.9%	i	14.7%	15.7%	3.4%	-3.2%	-2.3
28	NC(=O)c1nsc(C(=O)N(CC(=O)NCc2ccc3c(c2)OCO3)C2CCCC2)c1N	11.4%	i	0.8%	i	3.3%	11.1%	5.2%	0.5%	2.5
29	Cc1c(NS(=O)(=O)c2cccc(C(=O)NCc3ccccc3Cl)c2)c(=O)n(-c2ccccc2)n1C	-0.5%	i	20.4%	i	-3.6%	-7.0%	-27.1%	0.4%	?
30	COc1cccc(OC)c1C(=O)Nc1ccc2c(c1)N(S(=O)(=O)c1cccs1)CCC2	-16.8%	-16.5%	22.3%	i	8.6%	-1.2%	-38.8%	-3.7%	-15.7
31	Cc1ccc(CN(C(=O)COc2c(C)cccc2C)C2CCS(=O)(=O)C2)o1 (stereo not given)	4.8%	11.8%	14.6%	.	.	-9.0%	-18.7%	.	.
32	O=C(c1cc(F)c(F)cc1Cl)N1CCCCC1	0.3%	i	-24.1%	i	-11.5%	-4.1%	-19.5%	7.1%	-17.1
33	CCOc1ccc(CCN2C(=S)N([C@@H](CC(C)C)CN3CCCC3CN3C(=S)NC[C@@H]3Cc3ccc(O)cc3)C[C@@H]2Cc2ccc(O)cc2)cc1 (stereo not given in full)	11.2%	-3.6%	?	i	-1.0%	-25.7%	?	-44.4%[inhibitor]	-24.0
34	OC[C@@H]1CN(Cc2ccc3c(c2)OCO3)C[C@H](n2cnc3c(NCc4ccco4)ncnc32)O1	20.4%	i	-11.4%	i	2.9%	11.9%	-8.3%	2.0%	-5.4
35	COC(=O)NN=C1CCC(c2ccccc2)CC1 (stereo not given)	-3.3%	i	11.5%	i	-7.1%	5.8%	1.4%	1.2%	17.1
36	Cc1cc(CNC(=O)CC2C(=O)NCCN2CC(c2ccccc2)c2ccccc2)on1 (stereo not given)	-8.7%	-22.8%	48.0%	i	3.0%	2.8%	-1.2%	4.9%	-24.0
37	O=C(N/N=C/c1cccc([N+](=O)[O-])c1)C1CC(=O)N(c2ccc(Br)cc2)C1 (stereo not given)	11.2%	-19.0%	.	i	-2.0%	-2.2%	1.7%	10.0%	7.2
38	COc1ccccc1N(CC(=O)NC1CCCCC1C)S(=O)(=O)c1cccs1 (stereo not given)	9.9%	-21.0%	-10.5%	i	-3.6%	-5.9%	-20.2%	-1.5%	-20.0
39	COc1ccc(C(=O)Nc2cccc(C(=O)N3CCCCC3)c2)cc1	3.9%	-20.3%	.	i	1.0%	-7.2%	0.4%	8.8%	10.9
40	CCS(=O)c1scc(-c2ccc(Cl)cc2)c1C#N (stereo not given)	19.1%	-23.3%	9.1%	i	19.7%	-14.2%	4.6%	-6.6%	-21.0
41	COc1ccc(NC(=O)CSc2nnc(NC(=O)NC3CCCCC3)s2)cc1OC	29.1%	-16.3%	33.3%	.	.	-1.7%	5.2%	.	.
42	O=C(c1cc2ccccc2cc1O)N1CCN(c2ccc([N+](=O)[O-])cc2)CC1	9.2%	-44.7%[inhibitor]	7.7%	i	0.1%	9.9%	?	0.0%	-23.2
43	CCC1(c2ccccc2)NC(=O)N(CC(=O)Nc2ccc(N3CCCC3)cc2C)C1=O (stereo not given)	15.0%	-10.1%	?	i	-7.8%	9.1%	?	3.0%	-11.3
44	CCCCCCCOc1ccc(OC(=O)c2cccnc2)cc1	-14.4%	-10.8%[57.5 µM]	9.1%	i	-0.5%	8.7%	74.4%[activator]	-12.5%	9.0
45	CCc1ccc(CNC(=O)c2cc3cc(S(=O)(=O)N4CCCCC4)ccc3n2C)cc1	0.0%	i	36.0%	.	.	14.7%	?	.	.
46	COc1ccc(NC(=O)CSc2nc3ncccc3[nH]2)c(OC)c1	22.8%	-3.5%	-13.2%	.	.	3.9%	6.0%	.	.
47	COc1cccc(-c2nc(CS(=O)(=O)CC(=O)NC3CCCCC3C)c(C)o2)c1 (stereo not given)	6.6%	-84.7%[inhibitor]	-1.7%	i	-4.0%	7.3%	-26.9%	9.5%	-4.0
